# High-throughput results as filed in PubChem BioAssay.
# MEP2 TOR yeast: alters MEP2-GFP fluorescence in TOR pathway yeast screen; S. cerevisiae MEP2-GFP strain, flow cytometry GFP, 3 h; 100% = DMSO control level; GFP response vs DMSO, % at 10 µM; actives 0.51% (n = 330,000); AID 2016;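 active = GFP response versus DMSO above a set limit, roughly screen mean plus 3 SD, cut at about 180% in these data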;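 note: median GFP fluorescence of the barcode-gated MEP2-GFP cells per well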
# procasp7 counter: counter-screen: procaspase-7 (human) activation. activation, % at 8.5 µM. P55210. actives 0.093% (n = 330,000). recombinant procaspase-7, Ac-DEVD-pNA absorbance 405 nm; D23A/D198A/D206A triple mutant, cannot self-cleave; scale: DMSO 0, 5 µM enzyme 100;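 active = percent activation above the screen-wide mean plus 3 SD, cut at about 25% in these data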
#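 Test system: Procaspase-7 triple mutant (PC-7 D3A). Also added: Ac-DEVD-pNA substrate, 400 µM as added. Schedule: 1 h enzyme–compound preincubation and 2 h substrate reaction, both 25 °C. Signal: p-Nitroaniline absorbance at 405 nm, read at 0 and 120 min. Control set: low DMSO alone, high DMSO plus 5 µM PC-7.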
# AGP1-GFP MLPCN: yeast TOR pathway AGP1-GFP modulation; S. cerevisiae AGP1-GFP multiplex flow cytometry, 3 h; GFP as percent of DMSO wells; GFP response vs DMSO, % at 10 µM; actives 0.02% (n = 320,000);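 active = GFP response relative to DMSO above a set limit, near screen average plus 3 SD, cut at about 150% in these data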;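 note: median GFP channel fluorescence of the gated AGP1 strain per well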
# procasp3 activ: procaspase-3 (human) activation. recombinant procaspase-3 D3A, Ac-DEVD-pNA absorbance 405 nm. actives 0.11% (n = 330,000). P42574. activation, % at 8.5 µM;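 active = activation above the mean of all tested compounds plus 3 SD, cut at about 21% in these data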;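 note: 0% = DMSO alone and 100% = DMSO wells spiked with extra 5 µM PC-3 D3A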
#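 Evaluation: percent activation relative to control range; Material: Procaspase-3 D3A mutant, all three cleavage aspartates alanine; Compound: single dose, 8.5 µM nominal compound, 0.8% DMSO; Replication: one well per compound; Signal: absorbance at 405 nm, 0 and 120 min; Schedule: 1 h preincubation plus 2 h reaction at 25 °C.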
# RPL19A-GFP yeast: modulators of TOR pathway RPL19A-GFP in S. cerevisiae; S. cerevisiae RPL19A-GFP strain, flow cytometry, 3 h; active compounds read low; percent response vs DMSO, % at 10 µM; actives 0.3% (n = 330,000); AID 2025;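 active = percent response vs DMSO below 50%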;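 note: median channel GFP fluorescence of the barcoded RPL19A-GFP strain; ratio of sample median GFP to plate DMSO average so 100% = DMSO; lower means less RPL19A-GFP as with rapamycin TOR inhibition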
# LAP4-GFP MLPCN: modulators of TOR pathway LAP4-GFP in S. cerevisiae; S. cerevisiae LAP4-GFP multiplex, flow cytometry GFP, 3 h; median GFP as percent of DMSO wells; GFP response vs DMSO, % at 10 µM; actives 0.34% (n = 320,000); AID 2023;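 active = GFP response vs DMSO above a set limit, about the screen mean plus 3 SD, cut at about 150% in these data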
# AHR activator: activators of human aryl hydrocarbon receptor; P35869; AHR-responsive luciferase reporter cells, luminescence; activation, % at 5 µM; actives 2.5% (n = 320,000); in the data active = activation above about 47%;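 note: 0% = vehicle wells and 100% = reference agonist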
# Target sequence (P35869 whole entry, looked up): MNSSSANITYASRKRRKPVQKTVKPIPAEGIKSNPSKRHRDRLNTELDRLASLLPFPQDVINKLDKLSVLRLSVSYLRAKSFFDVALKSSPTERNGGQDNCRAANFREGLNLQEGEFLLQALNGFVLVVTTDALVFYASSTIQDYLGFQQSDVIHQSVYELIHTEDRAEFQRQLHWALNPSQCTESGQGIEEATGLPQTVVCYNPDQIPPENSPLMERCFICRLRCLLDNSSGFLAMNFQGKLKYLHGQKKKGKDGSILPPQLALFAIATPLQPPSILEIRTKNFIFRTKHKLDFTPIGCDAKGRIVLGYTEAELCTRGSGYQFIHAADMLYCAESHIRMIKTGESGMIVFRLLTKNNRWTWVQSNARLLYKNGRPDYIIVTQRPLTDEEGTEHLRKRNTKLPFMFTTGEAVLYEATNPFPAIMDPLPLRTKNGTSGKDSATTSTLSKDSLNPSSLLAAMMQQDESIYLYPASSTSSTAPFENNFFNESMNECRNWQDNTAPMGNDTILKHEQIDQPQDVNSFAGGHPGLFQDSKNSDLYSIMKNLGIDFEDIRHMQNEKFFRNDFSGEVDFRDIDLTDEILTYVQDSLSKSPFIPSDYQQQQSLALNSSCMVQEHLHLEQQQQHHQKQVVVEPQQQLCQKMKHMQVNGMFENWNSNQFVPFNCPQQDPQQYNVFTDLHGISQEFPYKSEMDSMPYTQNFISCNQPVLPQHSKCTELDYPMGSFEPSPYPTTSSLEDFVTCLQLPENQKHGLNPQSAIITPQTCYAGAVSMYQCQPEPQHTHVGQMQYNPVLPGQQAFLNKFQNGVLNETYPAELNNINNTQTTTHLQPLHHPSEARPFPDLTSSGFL
# CIT2-GFP yeast: modulators of TOR pathway CIT2-GFP in S. cerevisiae; S. cerevisiae CIT2-GFP strain, flow cytometry, 3 h; 100 means same as DMSO wells; GFP response vs DMSO, % at 10 µM; actives 0.065% (n = 320,000); AID 2029;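 active = GFP response relative to DMSO above a set limit, near the screen mean plus 3 SD, cut at about 150% in these data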;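 note: ratio of well median GFP fluorescence to mean of DMSO wells on the plate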
# An asterisk follows results filed as active; . = no result given; [ ] = remark or other dose.
SMILES,MEP2 TOR yeast,procasp7 counter,AGP1-GFP MLPCN,procasp3 activ,RPL19A-GFP yeast,LAP4-GFP MLPCN,AHR activator,CIT2-GFP yeast
O=C(CSc1ccc(-c2ccc(F)cc2)nn1)N1CCCCC1,96,-1,101,-2,102,102,6,101
Cc1cc(NC(=O)CSc2nc3cc(Cl)ccc3c(=O)n2Cc2ccco2)no1,92,4,95,8,97,99,-2,107
COc1cc(/C=C/C(=O)O)cc(S(=O)(=O)Nc2cccc(S(=O)(=O)N3CCOCC3)c2)c1OC,97,1,108,-5,104,91,2,84
COc1ccc(C(=O)/C=C/c2ccc(OC(=O)c3cc(OC)c(OC)c(OC)c3)cc2)cc1,96,7,96,-5,102,90,5,94
CC(=O)Nc1nc2ccc(S(=O)(=O)N3CCCCC3)cc2s1,104[may fluoresce green],9,106[may fluoresce green],3,97[may fluoresce green],100[may fluoresce green],6,102[may fluoresce green]
C[N+](C)(C)CCOC(=O)CCC(=O)OCC[N+](C)(C)C,102,12,93,1,98,125,-1,89
Cn1c(=O)[nH]c(=O)c2c1nc(SCC(=O)Nc1ccccc1)n2Cc1ccccc1,97,2,106,1,100,100,2,107
CCOc1cccc(C2/C(=C(/O)c3ccc4c(c3)CC(C)O4)C(=O)C(=O)N2Cc2cccnc2)c1 (stereo unspecified),94,-13,97,2,96,90,0,93
CN(C)c1ccc(NC(=O)CCCc2ccccc2)cc1,95,-8,103,-6,99,90,37,.
Oc1ccc(CN2CCN(Cc3ccccc3)CC2)c2cccnc12,103,-31,104,-18,100,84,-1,107
Cn1cccc1Cc1nnc(SCC(=O)Nc2cccc(Cl)c2)n1-c1ccc(F)cc1,107,-9,103,4,100,97,3,109
Cc1sc2ncnc(OCC(=O)c3ccc(S(=O)(=O)N4CCCC4)cc3)c2c1C,104,-10,102,0,96,104,-1,95
Cc1ccccc1-n1nc2c(c1NC(=O)c1ccco1)CS(=O)(=O)C2,99,-6,97,10,98,97,2,105
COCCNC(=O)c1csc2c1CCCC2,102,-1,107,-1,96,101,-1,98
Cc1ncc(C[n+]2ccc(C)c(C)c2)c(N)n1,95,-2,92,1,103,110,0,92

# In a second layout: results already given
# Below each SMILES – MEP2 TOR yeast, procasp7 counter, AGP1-GFP MLPCN, procasp3 activ, RPL19A-GFP yeast, LAP4-GFP MLPCN, AHR activator, CIT2-GFP yeast
> Cn1c(=O)[nH]c(=O)c2c1nc(SCC(=O)Nc1ccccc1)n2Cc1ccccc1
→ 97, 2, 106, 1, 100, 100, 2, 107
> CCOc1cccc(C2/C(=C(/O)c3ccc4c(c3)CC(C)O4)C(=O)C(=O)N2Cc2cccnc2)c1 (stereo unspecified)
→ 94, -13, 97, 2, 96, 90, 0, 93
> CN(C)c1ccc(NC(=O)CCCc2ccccc2)cc1
→ 95, -8, 103, -6, 99, 90, 37, .
> Oc1ccc(CN2CCN(Cc3ccccc3)CC2)c2cccnc12
→ 103, -31, 104, -18, 100, 84, -1, 107
> Cn1cccc1Cc1nnc(SCC(=O)Nc2cccc(Cl)c2)n1-c1ccc(F)cc1
→ 107, -9, 103, 4, 100, 97, 3, 109

# Shown field by field: two of the compounds above.
compound: C[N+](C)(C)CCOC(=O)CCC(=O)OCC[N+](C)(C)C
  MEP2 TOR yeast = 102 | procasp7 counter = 12 | AGP1-GFP MLPCN = 93 | procasp3 activ = 1 | RPL19A-GFP yeast = 98 | LAP4-GFP MLPCN = 125 | AHR activator = -1 | CIT2-GFP yeast = 89
compound: Cn1c(=O)[nH]c(=O)c2c1nc(SCC(=O)Nc1ccccc1)n2Cc1ccccc1
  MEP2 TOR yeast = 97 | procasp7 counter = 2 | AGP1-GFP MLPCN = 106 | procasp3 activ = 1 | RPL19A-GFP yeast = 100 | LAP4-GFP MLPCN = 100 | AHR activator = 2 | CIT2-GFP yeast = 107

# (cont.)
SMILES,MEP2 TOR yeast,procasp7 counter,AGP1-GFP MLPCN,procasp3 activ,RPL19A-GFP yeast,LAP4-GFP MLPCN,AHR activator,CIT2-GFP yeast
C=CCn1c(=O)c2ccc(C(=O)NCc3ccccc3)cc2n(Cc2ccc(C)cc2)c1=O,104,-1,105,-9,102,105,0,100
COc1ccc2c(C)cc(SCc3c(C)noc3C)nc2c1,105,-10,99,9,96,109,10,95
CCOC(=O)N1CCN(C(=O)NC2CCCCC2)CC1,101,-1,105,2,97,90,-5,92
CC(=O)n1cc([C@@H]2C=C(C(=O)N3CCOCC3)O[C@H](OCc3ccc(CO)cc3)C2)c2ccccc21,92,3,88,9,98,96,0,91
CC1=CC(C)(C)N(C(=O)CSc2nnc(-c3ccc(C)cc3)o2)c2ccc(C)cc21,101,-5,110,0,102,117,1,96
COC(=O)[C@@H]1CCCN1Cc1c(C(=O)N2CCOCC2)nc2c(C)cccn12,85,5,91,-2,93,89,1,96
COc1ccc(-n2c(SCC(=O)O)nc3sc4c(c3c2=O)CCCC4)cc1,98,0,98,6,99,99,4,93
CCN1CCN(S(=O)(=O)c2ccc(Cl)c(C(=O)N(C)Cc3ccccc3)c2)CC1,95,-6,93,6,94,96,0,94
CCOC(=O)Cc1csc(NS(=O)(=O)c2ccc3ccccc3c2)n1,103,4,96,1,98,88,0,100
CCSc1nnc(Nc2ccccc2)s1,106,9,91,1,97,105,8,97
CCCN1C(=O)c2cc(C(=O)O)ccc2C1O (stereo unspecified),97,-3,108,1,107,95,2,119
COc1ccc(OC)c(NC(=S)N2CCC(C(O)(c3ccccc3)c3ccccc3)CC2)c1,96,-7,98,-14,105,89,0,99
C#CCSc1nncn1C(=O)/C=C/c1ccccc1,87,4,82,-1,94,187*,0,102
Cc1cc(C)cc(-n2ncc3c2CCCC3NC(=O)C2(C(N)=O)CC2)c1 (stereo unspecified),92,0,94,-2,93,91,5,94
O=C(CCC(=O)Nc1ccccc1Cl)NNC(=O)c1ccco1,106,6,98,3,102,93,2,101
Cc1sc2nc(CSCC(=O)Nc3ccc(C(=O)N(C)C)cc3)[nH]c(=O)c2c1C,95,-9,98,-2,97,109,34,94
O=C(Cn1nnc(-c2ccccc2F)n1)N1CCCCC1,101,-3,93,8,101,87,4,98
CCOc1cc(-c2ccccc2)nc(N)n1,101,4,106,2,96,94,3,100
NC(N)=NS(=O)(=O)c1ccc(NC(=S)NC(=O)c2ccc(Br)cc2)cc1,96,-1,94,3,96,103,7,86
Cc1cc(C)nc(SCc2nnc(SCC(=O)NCc3ccco3)n2-c2ccccc2)n1,105,-4,107,1,102,103,1,107
CCOc1ccc(-c2nc(N)ncc2Oc2ccccc2Br)c(O)c1,100,0,101,-4,98,98,8,101
Nn1c(SCC(=O)Nc2cccc(C(F)(F)F)c2)nncc1=O,94,2,103,-5,99,109,4,94
O=C(c1ccccc1)c1ccc(C(=O)N2CCN(c3ccccc3Cl)CC2)cc1,102,8,109,3,104,113,-1,107
CCCCNC(=O)N1CCOCCOCCN(C(=O)NCCCC)CCOCC1,112,11,.,-3,106,111,3,95
Nc1cc(=O)[nH]c(SCc2nc3ccccc3n2Cc2ccccc2)n1,104,0,114,10,102,108,2,101
Nn1c(SC/C=C/c2ccccc2)nnc1-c1ccncc1,96,11,95,-3,99,90,3,96
CCOC(=O)N1CCN(S(=O)(=O)c2ccc(C)c(C)c2C)CC1,108,6,109,6,105,126,9,106
CCOc1ccc(C(=O)Oc2cc(C)[nH]c(=O)c2[N+](=O)[O-])cc1OCC,113,-9,109,-3,101,103,3,108
O=C(CC(C(=O)NCc1ccccc1)c1nc2ccccc2c(=O)[nH]1)NCc1ccccc1 (stereo unspecified),100,0,102,3,110,98,4,102
O=C(NCc1ccc(F)cc1)C1CCN(c2cnccn2)CC1,107,2,106,3,99,104,3,108

# 3 compounds out of the list, arranged by formula weight, smallest number first:
SMILES,MEP2 TOR yeast,procasp7 counter,AGP1-GFP MLPCN,procasp3 activ,RPL19A-GFP yeast,LAP4-GFP MLPCN,AHR activator,CIT2-GFP yeast
CCOC(=O)N1CCN(S(=O)(=O)c2ccc(C)c(C)c2C)CC1,108,6,109,6,105,126,9,106
Nc1cc(=O)[nH]c(SCc2nc3ccccc3n2Cc2ccccc2)n1,104,0,114,10,102,108,2,101
CCCCNC(=O)N1CCOCCOCCN(C(=O)NCCCC)CCOCC1,112,11,.,-3,106,111,3,95

# Next entries.
SMILES,MEP2 TOR yeast,procasp7 counter,AGP1-GFP MLPCN,procasp3 activ,RPL19A-GFP yeast,LAP4-GFP MLPCN,AHR activator,CIT2-GFP yeast
COCCNC(=O)Cc1cn(C)c2ccccc12,97,-5,95,-5,94,97,0,89
OCCC1CN(Cc2ccc(F)cc2Cl)CCN1CCc1ccccc1 (stereo unspecified),105,8,97,2,100,87,2,105
Cc1cc(=O)oc2cc(OCC(O)CN3CCN(c4ccccc4)CC3)ccc12 (stereo unspecified),110,4,119,7,102,114,-6,114
O=C(OCC(=O)N1CCCc2ccccc21)c1ccccc1NCCO,102,0,91,2,90,99,11,84
Cc1ccc(S(=O)(=O)N2CCN(C(=O)/C=C/c3ccco3)CC2)cc1,97,4,101,-5,103,103,0,94
Cc1ccc(NC(=O)CSc2nnc(CCNC(=O)OC(C)(C)C)o2)c(C)c1,93,9,84,-6,86,85,1,88
Cc1cc(C(=O)OCCN2C(=O)c3ccccc3C2=O)c2ccccc2n1,93,-5,87,-4,91,110,3,89
O=S(=O)(O)c1cnccc1Nc1cccc(C(F)(F)F)c1,105,-4,.,-3,108,.,-2,.
O=S(=O)(c1ccc(Cl)nc1)N1CCCC1,105,2,104,-8,104,112,-1,97
O=C(Nc1cccc(N=Cc2cc(Br)cc(Br)c2O)c1)c1ccco1,96,-4,86,-8,71,190*,2,85
NS(=O)(=O)c1ccc(CCNC(=O)C2CCCN(S(=O)(=O)c3cccnc3)C2)cc1 (stereo unspecified),102,0,100,5,99,98,0,95
O=C(Nc1ccccc1F)C1CCCN1S(=O)(=O)c1cccc2nsnc12 (stereo unspecified),108,1,102,6,104,98,2,111
Cc1ccc(OC(C)C(=O)N/N=C/c2ccccn2)cc1 (stereo unspecified),106,-3,107,-7,109,101,1,99
Cc1ccccc1CN1CCCNC1=O,100,4,101,-3,99,98,0,93
Cc1ccccc1COc1ccc(-c2nn[nH]n2)cc1,106,12,93,-6,107,120,-1,93
CN(C(=O)c1ccccn1)c1nnc(-c2cnccn2)s1,99,10,94,2,94,102,-3,87
Cc1cc(/C=C2\NC(=O)NC2=O)c(C)n1-c1ccc(N2CCOCC2)cc1,94,2,103,3,94,105,0,100
COc1cc(/C=N/NC(=S)Nc2cccc(C(=O)O)c2)ccc1O,100,-20,94,3,102,74,-7,115
O=C(NCCc1ccccc1)c1ccc(CS(=O)Cc2cccc(Cl)c2)o1 (stereo unspecified),106,0,102,-1,102,104,10,105
O=C1/C(=C/c2ccc(O)cc2)CCc2ccc([N+](=O)[O-])cc21,105,-2,97,-4,98,93,0,94
